Assay outcomes deposited in PubChem BioAssay by several laboratories.
BoNT-F LC inh – BoNT/F light chain protease inhibitors, primary screen, biochemical, flow cytometry, MLPCN library. 360,000 compounds, 0.22% hits. inhibition, % at 10 µM. Multiplex microsphere protease cleavage assay. AID 588497, 2011; in the data active means inhibition above about 35%, passing the limit was not always enough; inconclusive means no clear call, values can overlap the other calls; further: plate controls were buffer without enzyme for full effect and enzyme alone for no effect
Anthrax LF inh2 – Bacillus anthracis LF protease inhibitors, primary screen, biochemical, multiplex microsphere, MLPCN library; multiplex microsphere protease cleavage assay; Lethal factor (Bacillus anthracis), P15917; inhibition, % at 10 µM; 360,000 compounds, 0.12% hits; further: plate controls were buffer without enzyme for full effect and enzyme alone for no effect
Target sequence (P15917 whole entry, looked up): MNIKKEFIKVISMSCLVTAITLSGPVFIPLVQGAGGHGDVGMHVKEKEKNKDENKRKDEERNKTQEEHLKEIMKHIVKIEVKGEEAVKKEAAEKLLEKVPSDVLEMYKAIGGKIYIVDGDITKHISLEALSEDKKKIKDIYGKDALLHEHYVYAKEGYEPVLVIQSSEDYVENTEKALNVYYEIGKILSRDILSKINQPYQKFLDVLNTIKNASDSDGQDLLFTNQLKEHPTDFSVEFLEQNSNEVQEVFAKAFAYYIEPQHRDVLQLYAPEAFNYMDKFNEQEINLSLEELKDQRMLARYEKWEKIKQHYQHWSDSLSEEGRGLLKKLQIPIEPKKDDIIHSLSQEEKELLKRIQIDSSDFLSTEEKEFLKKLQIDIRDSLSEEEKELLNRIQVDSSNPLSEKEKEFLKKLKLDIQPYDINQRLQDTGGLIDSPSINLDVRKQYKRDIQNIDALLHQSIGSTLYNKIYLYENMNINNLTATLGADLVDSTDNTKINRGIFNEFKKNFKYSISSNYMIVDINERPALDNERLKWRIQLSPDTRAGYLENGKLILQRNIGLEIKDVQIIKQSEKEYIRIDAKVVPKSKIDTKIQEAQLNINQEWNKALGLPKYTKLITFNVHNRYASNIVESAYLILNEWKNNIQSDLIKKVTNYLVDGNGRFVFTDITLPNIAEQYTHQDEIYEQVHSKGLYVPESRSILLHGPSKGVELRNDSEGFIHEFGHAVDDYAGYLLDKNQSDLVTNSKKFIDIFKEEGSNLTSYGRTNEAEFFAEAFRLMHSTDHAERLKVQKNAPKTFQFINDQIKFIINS
FadD28 FP inh – inhibitors of FadD28 bisubstrate probe binding, primary screen, biochemical, fluorescence polarization, single point; inhibition, % at 12.5 µM; 360,000 compounds, 0.22% hits; Mycobacterium tuberculosis FadD28 fatty-acid-AMP ligase; AID 588549, 2011; in the data active means inhibition above about 8.5%, passing the limit was not always enough; inconclusive means no clear call, values can overlap the other calls
GDH-TPI inh – GDH-TPI coupling enzyme inhibitors, primary screen, artefact control for M. tuberculosis FBA inhibitor project, biochemical, absorbance, full deck | GDH-TPI coupled enzyme counterscreen, NADH absorbance | inhibition, % at 4.8 µM | 360,000 compounds, 1.2% hits | AID 588335, 2011; in the data active means inhibition above about 30%;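 further: 0% = DMSO wells and 100% = wells lacking the enzyme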
BoNT A protease – BoNT/A light chain protease inhibitors, primary screen, biochemical, flow cytometry, MLPCN library. Botulinum neurotoxin type A light chain protease (Clostridium botulinum A str. ATCC 3502). multiplex microsphere protease substrate cleavage. inhibition, % at 10 µM. 360,000 compounds, 0.17% hits. AID 588499, 2011; further: plate controls were buffer without enzyme for full effect and enzyme alone for no effect
UGM FP inh – M. tuberculosis UGM enzyme inhibitors, primary screen, biochemical, fluorescence polarization, single point. purified UGM, fluorescence polarization probe displacement. inhibition, % at 10 µM. AID 504406, 2011. UDP-galactopyranose mutase (Mycobacterium tuberculosis (strain ATCC 25618 / H37Rv)), …. 320,000 compounds, 0.06% hits; in the data active means inhibition above about 10%, passing the limit was not always enough; inconclusive means no clear call, values can overlap the other calls
FBA Mtb inh – Mtb FBA enzyme inhibitors, primary screen, biochemical, fluorescence, strain H37Rv | 360,000 compounds, 2.3% hits | inhibition, % at 1 µM | Fructose-bisphosphate aldolase (Mycobacterium tuberculosis (strain ATCC 25618 / H37Rv)), … | purified M. tuberculosis FBA, fluorescence read-out; in the data active means inhibition above about 27%;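 further: 0% = vehicle and 100% = reference inhibitor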
PfHsp40 yeast – rescue of yeast from PfHsp40 toxicity, primary screen, S. cerevisiae, ATP luminescence; 340,000 compounds, 0.68% hits; growth rescue, % at 12.5 µM; S. cerevisiae expressing PfHsp40, growth rescue; in the data active means growth rescue above about 28%, passing the limit was not always enough; inconclusive means no clear call, values can overlap the other calls;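 further: yeast W303a lacking pdr1 and pdr3 grown in galactose medium; growth measured after three days at 30 °C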
BioA inh – M. tuberculosis BioA enzyme inhibitors, primary screen, biochemical, plate reader, single point, HTS; purified M. tuberculosis BioA enzyme; 360,000 compounds, 0.096% hits; inhibition, % at 9.99 µM; 7,8-diaminopelargonic acid synthase BioA (Mycobacterium tuberculosis); in the data active means inhibition above about 40%; inconclusive means no clear call, values can overlap the other calls
Active calls of the source: *; ? = inconclusive; nt = not tested or not shown. Unless noted, no stated cut-off is given here; in the data, active means inhibition above about 30%; inconclusive means no clear call, values can overlap the other calls; inactive means below that.

SMILES	BoNT-F LC inh	Anthrax LF inh2	FadD28 FP inh	GDH-TPI inh	BoNT A protease	UGM FP inh	FBA Mtb inh	PfHsp40 yeast	BioA inh
CCC(C(=O)Nc1ncc(C)s1)c1ccccc1 (stereo unspecified)	-5	-1	-1.0	-2	-0.9	0.0	2	-1.2	nt
CCOC(=O)c1nn(-c2ccc(F)cc2)cc1O	-1	2	-2.7	4	-0.2	-1.7	4	1.7	nt
O=C(CSc1cccc2cccnc12)N/N=C/c1cccnc1	1	-5	-2.6	-4	-1.1	1.1	13	nt	nt
COc1ccc(-n2c(N)c(C(=O)NCc3ccco3)c3nc4ccccc4nc32)cc1OC	2	-1	-3.0	11	2.4	0.0	5	0.9	nt
c1ccc(-c2cn3nc(-c4ccccc4)c(-c4ccccc4)nc3n2)cc1	24	46*	-2.2	16	76*	3.7	0	-0.9	-6.4
COCCn1c(SCc2ccc(OC)c(F)c2)nc2ccccc2c1=O	-2	-2	-5.2	-8	-0.1	-2.0	-6	-0.5	nt
Cc1ccc(C)c(N(CC(N)=O)S(C)(=O)=O)c1	-6	1	-2.9	-5	-0.1	-3.7	-1	-0.1	-2.7
COc1ccc(NC(=O)N2CCCC(c3ccccc3)C2)cc1 (stereo unspecified)	-48	-4	-3.1	-4	-4.0	-1.5	-1	-0.2	-1.5
CC(=O)Nc1ccc(-n2c(C)c(C(C)=O)c(C(C)=O)c2C)cc1	-8	-3	-0.9	-2	-0.5	0.1	-1	0.1	0.3
COc1ccccc1N(CCC#N)C(=O)CSc1ccc2c(c1)OCCO2	-18	0	-2.6	9	-5.5	-3.2	0	1.0	2.4
CCc1noc(C)c1C(=O)NNC(=O)c1ccc(F)cc1	-8	0	-3.5	-4	-1.1	-0.9	-2	-1.2	-0.3
CCN(CCNc1ccc(Cl)cc1[N+](=O)[O-])C(=O)c1cc([N+](=O)[O-])c(N(C)C)cc1OC	-4	-2	-1.1	1	-0.5	0.4	-11	1.3	nt
CCOc1cc(NC(=S)NCCCN2CCOCC2)c(OCC)cc1NC(=O)CC(C)C	-4	-1	0.6	16	-1.2	1.7	-1	-0.9	-1.4
O=C(CCCc1ccccc1)NCCS(=O)(=O)N1CCN(c2ccccc2F)CC1	-4	-1	-0.2	1	-0.1	-0.2	3	0.9	-4.9
COc1ccc(CCCNC(=O)C2Cc3c(-c4ccc5c(c4)OCO5)ccnc3O2)cc1 (stereo unspecified)	0	-1	0.1	5	0.0	nt	20	nt	-2.4
COc1cc(O)c(C(CC(=O)N2CCCC(C)C2)c2cc(OC)c(OC)c(OC)c2)c(OC)c1 (stereo unspecified)	-3	0	-1.2	-3	-0.5	1.1	0	0.5	0.2
CCNC(=S)NNC(=O)c1ccc2ncccc2c1	-5	-4	0.4	8	-0.5	1.5	3	-0.4	nt
COc1cccc(-n2cnc3c(sc4nc(N5CCOCC5)c5c(c43)CCCC5)c2=O)c1	0	-8	-1.0	13	0.1	0.2	0	-0.7	nt
Cc1ccccc1C(=O)NC(=S)Nc1sc2c(c1C#N)CCC(C)C2 (stereo unspecified)	-10	2	-2.8	0	0.4	6.0	4	0.8	-2.9
CC(=O)N(C)c1ccc(N=NC2C(=O)N(C(N)=S)N=C2C)cc1 (stereo unspecified)	?	-16	0.3	13	-4.4	2.1	-10	-1.2	-0.3
c1ccc(Oc2cc(-n3cccn3)ncn2)cc1	-3	-5	-0.9	4	-0.3	-0.5	3	-3.3	-0.2
CC(/C=N/NC(=O)c1cccs1)=C\c1ccco1	-8	-1	-3.3	-5	-0.1	-0.2	1	0.8	0.8
O=C(Nc1ccc(S(=O)(=O)Nc2ccccn2)cc1)c1ccccc1	-8	-1	-1.5	4	-0.3	-0.5	5	-0.6	-1.2
COc1ccc(NC(=O)CC2C(=O)N(c3ccc(Cl)cc3)C(=S)N2NC(=O)c2cccc(F)c2)cc1 (stereo unspecified)	-1	3	0.6	12	0.3	-0.3	0	-0.4	-6.5
CCN(CC(=O)Nc1c(F)cccc1F)C(=O)CNC(=O)COc1ccccc1	-14	-2	1.3	-1	-8.4	0.3	3	1.0	-4.2
Cc1ccc(NC(=O)CCN2C(=O)c3ccccc3C2=O)cc1	2	13	3.7	-1	1.5	1.6	1	-0.8	-1.2
CC(=O)c1ccc(NC(=S)NCC(c2ccco2)N2CCCC2)cc1 (stereo unspecified)	-4	-6	-5.2	-4	-2.2	-0.6	0	-1.9	0.6
O=C(CSC1=NS(=O)(=O)c2cc(F)ccc2N1)Nc1ccc(F)cc1	4	0	0.0	1	0.1	nt	3	2.2	1.1
COCCn1c(SCC(=O)Nc2ccc(F)cc2)nc2c([nH]c3ccccc32)c1=O	-1	2	-2.9	-1	-0.2	0.8	-4	1.7	-2.0
O=C(O)c1ccccc1-c1ccccc1C(=O)Nc1cccc(-c2nc3ccccc3o2)c1	5	-8	-14	-2	0.5	1.3	-4	2.8	0.2
CC(C)(C)n1nc2c(c1NC(=O)c1ccc([N+](=O)[O-])cc1)CS(=O)(=O)C2	2	-3	0.0	2	-1.2	-3.9	4	1.3	-3.2
CC(C)n1cnc2c(N(C)c3ccccc3)nc(N(CCN(C)C)Cc3ccccc3)nc21	-11	-9	-0.2	14	-0.3	-0.3	6	-1.9	1.0
COC(=O)c1ccc(N=Cc2c(C(F)(F)F)[nH][nH]c2=O)cc1	-1	0	-0.5	5	-0.6	0.7	0	0.3	nt
COc1cccc(N=Nc2c(N)[nH][nH]c2=O)c1	-4	-2	-2.2	10	-0.4	2.5	-9	0.1	nt
Cn1c(N)c(C(=O)COC(=O)c2ccc(-c3ccccc3)cc2)c(=O)n(C)c1=O	-1	2	1.8	-7	-0.7	0.5	2	-0.8	-3.3
O=C1CC(c2ccc(Cl)c([N+](=O)[O-])c2)c2ccc3ccccc3c2N1 (stereo unspecified)	4	0	-5.6	5	0.8	0.0	-1	4.0	-0.8
O=C(NCc1cccnc1)c1cnc2n(c1=O)CCS2	1	-2	0.8	-1	-0.1	-0.4	2	3.6	1.1
CCCCCCn1c(=O)[nH]c2c(c1=O)CCC2	-9	-1	-1.7	9	-0.5	-1.0	1	-0.4	-0.6
COC(=O)c1cc(S(=O)(=O)NCCN2CCN(c3ccccc3F)CC2)c[nH]1	0	0	0.3	-7	-0.9	2.0	-7	-0.6	-0.5
Cn1c(=O)c(C(=O)Nc2ccccc2S(N)(=O)=O)c(O)c2ccccc21	3	0	-1.9	3	0.4	-2.0	-7	4.4	0.2
COc1cccc(N(CC(=O)N2CCCC2)S(C)(=O)=O)c1	?	-13	-3.1	2	-4.7	0.1	1	-0.5	0.5
Cc1cccc(NC(=O)CCC2CCN(C(=O)c3ccc(C)s3)CC2)c1	6	0	-4.6	-2	0.0	3.6	1	-0.5	nt
COc1ccc(NC(=S)c2ccccc2)cc1	0	2	-4.8	13	0.8	-1.5	-9	1.3	0.6
Cn1c(SCC(=O)NC2CCCC2)nnc1-c1ccc(S(=O)(=O)N2CCOCC2)cc1	-6	-1	-1.2	8	-2.4	-2.8	4	0.1	nt
O=C1c2ccccc2CC1Sc1nnc(-c2ccncc2)o1 (stereo unspecified)	1	-7	-2.1	10	-0.8	-0.8	-8	-3.2	0.0

An excerpt of the results above, for reference:
SMILES	BoNT-F LC inh	Anthrax LF inh2	FadD28 FP inh	GDH-TPI inh	BoNT A protease	UGM FP inh	FBA Mtb inh	PfHsp40 yeast	BioA inh
Cc1cccc(NC(=O)CCC2CCN(C(=O)c3ccc(C)s3)CC2)c1	6	0	-4.6	-2	0.0	3.6	1	-0.5	nt
COc1ccc(NC(=S)c2ccccc2)cc1	0	2	-4.8	13	0.8	-1.5	-9	1.3	0.6
Cn1c(SCC(=O)NC2CCCC2)nnc1-c1ccc(S(=O)(=O)N2CCOCC2)cc1	-6	-1	-1.2	8	-2.4	-2.8	4	0.1	nt
O=C1c2ccccc2CC1Sc1nnc(-c2ccncc2)o1 (stereo unspecified)	1	-7	-2.1	10	-0.8	-0.8	-8	-3.2	0.0

New compounds follow.
SMILES	BoNT-F LC inh	Anthrax LF inh2	FadD28 FP inh	GDH-TPI inh	BoNT A protease	UGM FP inh	FBA Mtb inh	PfHsp40 yeast	BioA inh
O=c1c2ccccc2ncn1-c1ccc([N+](=O)[O-])c(C(F)(F)F)c1	-2	-1	-3.6	0	0.6	-6.2	-8	-0.2	-0.5
CCCOc1ccc(-c2c(C(=O)N/N=C/c3ccc(C)o3)nnn2-c2nonc2N)cc1	8	1	-1.9	22	1.7	-0.6	1	0.1	-0.3
O=C(C=P(c1ccccc1)(c1ccccc1)c1ccccc1)c1ccccc1-c1ccccc1C(=O)C=P(c1ccccc1)(c1ccccc1)c1ccccc1	1	-4	-3.7	9	0.1	nt	5	5.9	nt
O=C(COc1ccc(Cl)cc1)NCCNC(=O)c1cnccn1	6	8	nt	-1	-0.4	2.4	1	0.5	nt
O=C(c1cccc2ccccc12)N1CCN(CC2CC=CCC2)CC1 (stereo unspecified)	-3	-2	-3.3	7	1.0	-2.7	0	0.4	2.3
CC1(C)Cc2c(cnn2-c2ccccc2)C(NC(=O)CCN2CCCC2=O)C1 (stereo unspecified)	-4	-2	1.2	9	-1.5	0.6	0	-0.1	0.7
COc1cc2[nH]c(=O)n(CCC(=O)N3CCC(N4CCCCC4)CC3)c(=O)c2cc1OC	18	3	-4.4	2	2.4	-2.5	15	0.9	-2.2
CCn1c(/C=C/c2cccc([N+](=O)[O-])c2)nc2ccccc2c1=O	-11	1	-0.4	0	1.4	-2.7	-2	1.4	-0.5
COCC1CCCN(C(=O)c2ccc3nc(Cc4cccc(Cl)c4)oc3c2)C1 (stereo unspecified)	-32	3	-0.1	0	-2.4	-1.2	0	-0.1	1.5
O=C(NC1CCCC1)C(c1ccccc1F)N(C(=O)c1csnn1)c1ccccc1 (stereo unspecified)	-11	0	-1.1	4	-0.1	nt	0	0.3	0.3
CN=c1scc(-c2ccc([N+](=O)[O-])cc2)n1/N=C/c1ccco1	-6	0	-5.7	3	1.8	0.5	-2	-1.4	-0.8
Cc1cc(NC(=O)/C=C/c2ccc(F)cc2)n(-c2nc3ccccc3[nH]2)n1	-2	1	-1.7	-9	-0.7	-3.0	-2	-0.4	1.1
CC(=O)Nc1ccc(CN2CCCC(CO)(Cc3cccc(Cl)c3)C2)cc1 (stereo unspecified)	-3	4	-0.1	-13	0.3	-1.4	8	-2.2	2.4
COc1ccccc1Oc1cn[nH]c1-c1ccc(OCC(=O)NN)cc1O	-19	-12	-3.5	-3	-1.9	1.5	-4	-0.3	-2.5
CCCCc1ccc(-c2csc(/C(C#N)=C\c3ccco3)n2)cc1	-7	1	-1.1	16	1.0	-1.8	3	1.1	nt
CCCc1cc(=O)oc2cc(OCC(=O)NCCCN3CCOCC3)c(Cl)cc12	16	2	-1.2	20	-0.1	-1.2	12	1.1	0.1
O=C(Nc1ccccc1-c1nc2ccccc2[nH]c1=O)c1cccs1	2	-2	-0.6	7	-0.6	2.2	2	11	-0.6
CC(C(=O)NCCS(=O)(=O)c1ccc(Cl)cc1)S(=O)(=O)c1ccc(Cl)cc1 (stereo unspecified)	-6	-5	-2.7	0	-1.2	-1.8	2	0.0	nt
COc1ccccc1/C=N/NC(=O)CCn1cnc2ccccc21	0	-1	-2.4	-7	-0.3	-1.5	-3	-1.3	nt

Not a hit list, and some 4.7% of all compounds hit somewhere here.
